Source: PubChem BioAssay
GCN5L2 inh = qHTS Assay for Inhibitors of GCN5L2; Histone acetyltransferase KAT2A (Homo sapiens), Q92830; GCN5L2 HAT assay, ThioGlo1 CoA-SH fluorescence; Potency, µM (doses to about 58.9 µM), for inactives: top-dose activity change, negative = inhibition, most hits filed as inhibitors; 390,000 compounds, 0.21% hits; AID 504327, 2011
Target sequence (Q92830 whole entry, looked up): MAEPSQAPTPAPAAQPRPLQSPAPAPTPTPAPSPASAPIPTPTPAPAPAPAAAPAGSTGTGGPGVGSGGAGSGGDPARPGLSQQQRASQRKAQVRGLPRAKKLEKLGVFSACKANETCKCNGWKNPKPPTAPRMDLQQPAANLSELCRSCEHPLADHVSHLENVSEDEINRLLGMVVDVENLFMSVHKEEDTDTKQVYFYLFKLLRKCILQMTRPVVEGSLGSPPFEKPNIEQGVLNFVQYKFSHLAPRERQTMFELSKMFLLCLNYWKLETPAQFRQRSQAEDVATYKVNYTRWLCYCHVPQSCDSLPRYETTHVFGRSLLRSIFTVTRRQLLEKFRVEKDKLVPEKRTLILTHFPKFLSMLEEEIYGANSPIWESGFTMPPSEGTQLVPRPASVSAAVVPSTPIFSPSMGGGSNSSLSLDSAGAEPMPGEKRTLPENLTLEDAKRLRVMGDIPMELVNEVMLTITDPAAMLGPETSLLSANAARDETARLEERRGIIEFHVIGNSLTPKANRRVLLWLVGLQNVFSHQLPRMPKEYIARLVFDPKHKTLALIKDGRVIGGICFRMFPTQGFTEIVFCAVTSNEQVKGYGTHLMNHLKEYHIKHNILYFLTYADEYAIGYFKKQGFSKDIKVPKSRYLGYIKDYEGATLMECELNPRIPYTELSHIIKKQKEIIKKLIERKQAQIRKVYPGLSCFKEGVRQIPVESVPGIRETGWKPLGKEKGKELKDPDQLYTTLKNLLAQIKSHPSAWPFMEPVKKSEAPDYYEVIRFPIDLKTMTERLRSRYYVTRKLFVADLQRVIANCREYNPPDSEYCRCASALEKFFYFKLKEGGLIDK
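Compounds, pin-transferred from DMSO stocks, meet 20nM GCN5L2 for 15 min before the reaction begins with H3(1-25) peptide (75uM) and acetyl-CoA (70uM). Thiol-reactive ThioGlo1 reports CoA release over 20 min at room temperature.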
FEN1 inhibitor = qHTS Assay for the Inhibitors of Human Flap endonuclease 1 (FEN1) | Recombinant FEN1 flap cleavage, fluorescence, 15 min | Potency, µM (series often up to 114 µM), inactives show at the top dose activity change, negative = inhibition, hits mostly inhibitors | 390,000 compounds, 0.35% hits | AID 588795, 2011; note: nearly all actives have a fitted effect of over 65% in size
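Read-out was taken twice, immediately and after 15 min, following addition of 50 nM substrate to 10 nM FEN1 that had sat with test compound for 15 min at room temperature. Curves came from a four-parameter Hill model.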
DT40 TDP1 CPT = qHTS for Inhibitors of human tyrosyl-DNA phosphodiesterase 1 (TDP1): qHTS in cells in presence of CPT. Potency, µM (top dose mostly 46.2 µM), for inactives: at the highest dose activity change, negative = growth inhibition, usual class: inhibitors. chicken DT40 Tdp1-/-;hTDP1 cells + 20 nM CPT, ATP luminescence, 48 h. 420,000 compounds, 12% hits; note: nearly all actives have a fitted effect of over 55% in size
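Chicken DT40 Tdp1-/- cells stably complemented with human TDP1 were seeded at 400 cells/well in medium containing 20 nM camptothecin, exposed to pin-transferred compounds, and grown at 37 °C for at least 48 hr. Viability was read as ATP luminescence.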
An asterisk follows results filed as active; ? = inconclusive; · = no result given. Calls come from the whole dose curve; as a rule, active = well fitted curve in the direction sought with a large enough effect; inconclusive = small, poorly fitted or top-dose-only effect, or another doubt; inactive = no such curve, though single readings can be large; an effect the other way counts as inactive or inconclusive. % is set by controls: 0 for no effect and ±100 for the full control effect; potency is the fitted concentration of half-maximal effect.

Results follow in this order: GCN5L2 inh, FEN1 inhibitor, DT40 TDP1 CPT
> CC(C)(C)NC(=O)C(c1ccncc1)N(Cc1cccs1)C(=O)Cn1nnc(-c2ccc(F)cc2)n1 (stereo unspecified)
    1%, -4%, ?
> COc1ccc(N2CCN(C(=O)c3cccc(S(=O)(=O)N4CCOCC4)c3)CC2)cc1
    -4%, -8%, 6%
> CCNc1nnc(SCC(=O)c2c(N)n(C3CC3)c(=O)[nH]c2=O)s1
    -2%, -10%, -19%
> Cn1c(=O)c(=O)n(C)c2cc(S(=O)(=O)N3CCN(C4CCCCC4)CC3)ccc21
    -6%, -6%, -1%
> COc1ccc(NC(=O)c2ccccc2NC(=O)CSc2ccc(Cl)cc2)cc1
    -2%, 11%, ?
> O=Cc1c(NCCc2cccc(F)c2)c2ccccc2[nH]c1=O
    -1%, 11%, 1%
> COc1ccc(N(CC(=O)NCc2ccc(F)cc2)C(=O)c2snc(C(N)=O)c2N)cc1
    -2%, -6%, 5%
> CC(C)(C)CC(=O)Nc1nnc(SCC(=O)Nc2ccccc2F)s1
    -3%, 0%, ?
> NNC(=O)c1ccccc1CO
    ·, 2%, -10%
> O=C(NC(Cc1ccccc1)C(=O)O)/C(=C\c1ccco1)NC(=O)c1ccccc1 (stereo unspecified)
    -3%, -3%, -3%

Results follow in this order: GCN5L2 inh, FEN1 inhibitor, DT40 TDP1 CPT
> O=C1Cc2cc(S(=O)(=O)NCc3ccccc3Cl)cc3c2N1CCC3
    -5%, 0%, -30%
> COC(=O)Nc1nnc(/C=C/c2ccccc2)s1
    -1%, -7%, -23%
> OC1(C#CCCN2CCCCC2)c2ccccc2-c2ccccc21
    -1%, -7%, -6%
> CCCCn1c(CNC(=O)CC)nc2ccccc21
    -10%, -9%, ?
> CC(=O)NCCOc1nc(N2CCCCC2)nc(N2CCCCC2)n1
    ?, 4%, -25%
> CCn1c(SCC(=O)NCc2ccco2)nnc1-c1ccc(N(C)C)cc1
    ·, -15%, -11%
> CN(C1CCS(=O)(=O)C1)S(=O)(=O)c1ccc(N2CCCC2=O)cc1 (stereo unspecified)
    2%, -2%, -2%
> O=C(C1CCC1)N1CCc2cc(S(=O)(=O)NCc3ccco3)ccc21
    0%, -13%, ?
> CC(C)N(C(=O)CSc1nnc(-c2cc3ccccc3cc2O)n1Cc1ccco1)C(C)C
    -23%, 0%, 13µM*
> Cc1oc(-c2ccccc2F)nc1CS(=O)CC(=O)NCc1cccs1 (stereo unspecified)
    -5%, -17%, -4%

Results follow in this order: GCN5L2 inh, FEN1 inhibitor, DT40 TDP1 CPT
> CCOC(=O)Nc1c(Cl)[nH]c(=O)n(C)c1=O
    ·, 1%, 9%
> CCCNc1nc(C)cc(-c2cc(C(=O)Nc3ccccc3)on2)n1
    ·, 2%, -29%
> CC/C=C/C(=O)N1CC2(CC(c3cccc(NC(=O)c4ccccc4)c3)=NO2)C[C@@H]1C(N)=O (stereo partly specified)
    ?, -5%, 15%
> O=C1CC(N2CCN(c3ccccc3F)CC2)C(=O)N1c1ccc2c(c1)OCCO2 (stereo unspecified)
    -10%, 10%, -2%
> Cn1c(SCC(=O)c2ccccc2)nnc1-c1ccncc1
    1%, 1%, 3%
> CC(=O)N1CCCC1C(=O)O (stereo unspecified)
    15%, 8%, ?
> COCCn1c(=O)c(-c2cc(F)cc(F)c2)nc2cnc(OCc3ccccc3)nc21
    -7%, ·, 27%
> CCOc1ccc(NC(=O)CSC2=Nc3ccccc3C3=NC(Cc4ccccc4)C(=O)N23)cc1 (stereo unspecified)
    -3%, -13%, ?
> O=C(NCC(c1cccnc1)N1CCN(c2ccccc2F)CC1)OCc1ccccc1 (stereo unspecified)
    0%, 3%, ?
> Cc1ccc(Cl)cc1NC(=O)CSc1nc2c(c(=O)[nH]1)CN(Cc1ccccc1)CC2
    -4%, 17%, -16%

Results follow in this order: GCN5L2 inh, FEN1 inhibitor, DT40 TDP1 CPT
> COc1ccc(/C=C/C(=O)NC2CC3CCC2C3)cc1 (stereo unspecified)
    -6%, 15%, -18%
> Cc1ccc(C(=O)O)cc1NC(=S)NC(=O)Cc1ccccc1
    1%, 0%, -2%
> COc1ccc(CNC(=O)CSc2nnc3c(n2)[nH]c2ccc(OC)cc23)cc1
    2%, -13%, 9%
> CN(C)CC(C)(C)CNC(=O)C1CCN(Cc2ccccc2O)CC1
    3%, 0%, -29%
> NC(=O)C1(NC(=O)[C@@H]2CC3(CC(c4cccc(NC(=O)[C@@H]5CCC(=O)N5)c4)=NO3)CN2C(=O)Cc2ccc(C(F)(F)F)cc2)CC1 (stereo partly specified)
    -7%, -16%, 8%
> COc1ccccc1CNC(=O)C1CCCN(S(=O)(=O)c2ccc3c(c2)CCCN3C(C)=O)C1 (stereo unspecified)
    2%, 2%, ?
> CC1=C(C(=O)OCCBr)C(c2cccc3ccccc23)NC(=O)N1 (stereo unspecified)
    12%, -1%, ?
> CC(C)C(c1nnnn1Cc1cccs1)N1CCN(C(=O)c2ccco2)CC1 (stereo unspecified)
    -4%, -5%, 9%
> Cc1cccc(OCc2nnc(SCC(=O)c3ccccc3)o2)c1
    -4%, -5%, -28%
> COCCSc1nnc(NS(=O)(=O)c2ccc(F)cc2)s1
    -4%, -12%, -18%

Results follow in this order: GCN5L2 inh, FEN1 inhibitor, DT40 TDP1 CPT
> Cc1nc(SCC(=O)NC(=O)NC(C)(C)C)nc(C)c1C
    -12%, 17%, 2%
> CCCCNC(=S)N(CCCN(C)C)Cc1cc2cc3c(cc2[nH]c1=O)OCO3
    -9%, 0%, -1%
> Cc1nc2cc(C(=O)NCc3cccnc3)ccc2n1-c1ccc(F)cc1F
    1%, -10%, -14%
> CCN(CC)S(=O)(=O)c1ccc(N/N=C(\C)c2ccncc2)nc1
    2%, -14%, 23µM*
> O=C(CCCN1C(=O)c2ccccc2C1=O)Nc1nncs1
    0%, -6%, 8%
> CCC(=O)Nc1ccc(C(=O)OCC(=O)c2ccc(C)c([N+](=O)[O-])c2)cc1
    -2%, -2%, -4%
> C/C(CC(=O)NC(C)(C)C)=N\NC(N)=S
    -3%, 22%, ?
> Cc1ccc(OCC(=O)Nc2ccc3c(c2)nc(CCN2CCN(C)CC2)n3C)cc1
    -3%, 16%, ?
> COc1ccc(S(=O)(=O)NNC(N)=S)cc1
    7%, 2%, -2%
> CCC(=O)Nc1cccc(-c2csc(-c3ccccc3)n2)c1
    -6%, -2%, 0%

Results follow in this order: GCN5L2 inh, FEN1 inhibitor, DT40 TDP1 CPT
> Cc1cccc(C)c1OC(=O)CSc1nnc(CNC(=O)c2ccccc2)o1
    -12%, 5%, -8%
> CCCc1nnc(NC(=O)CCC(=O)NC2CCCCC2)s1
    -5%, -5%, 0%
> Cc1ccccc1N(CC(=O)NCc1ccco1)C(=O)CCC(=O)Nc1nccs1
    -7%, 6%, 11%
> COC(=O)C(Cc1ccc(O)cc1)NC(=O)NC12CC3CC(CC(C3)C1)C2 (stereo unspecified)
    1%, 13%, -33%
> Cc1ccc(-n2c(C)cc(C3N=C(N)Nc4nc5ccccc5n43)c2C)c(C)c1 (stereo unspecified)
    -2%, -21%, 21µM*
> COc1ccc(-c2nc(Cn3c(SCc4cccc(Cl)c4)nc4ccncc43)c(C)o2)cc1
    0%, 11%, 23µM*
> O=C(CCc1nnc(CCCCc2ccccc2)o1)NCCn1cccn1
    9%, -1%, -6%
> CCOc1cc(-c2nc(-c3ccc(Br)cc3)no2)cc(OCC)c1OCC
    13%, 16%, -9%
> CCn1c(SCC(=O)N2CCCC2)nc2ccccc2c1=O
    -2%, 6%, -5%
> CC1CN(S(=O)(=O)c2cc(C(=O)N(C)Cc3cccs3)ccc2Cl)CC(C)O1 (stereo unspecified)
    -1%, -5%, ?

Results follow in this order: GCN5L2 inh, FEN1 inhibitor, DT40 TDP1 CPT
> N#Cc1cccc(NC(=O)N2CCCC3(CCN(C(=O)c4cc(C(F)(F)F)cc(C(F)(F)F)c4)CC3)C2)c1
    -11%, ·, -1%
> O=S1(=O)CC=C(CSC(=S)NC2CCS(=O)(=O)C2)C1 (stereo unspecified)
    -20%, 2%, 10µM*
> CC1CCCN(S(=O)(=O)c2ccc(NC(=O)C3CC(=O)N(C(C)(C)C)C3)cc2)C1 (stereo unspecified)
    0%, -6%, ?
> Cc1nc2ccccc2c2oc(C(=O)N3CCCC(C)C3)cc12 (stereo unspecified)
    0%, 0%, ?
> CN1OC2C(=O)N(c3ccccc3)C(=O)C2C1c1ccc(F)cc1 (stereo unspecified)
    -4%, 11%, -14%
> O=C(Cc1ccccc1[N+](=O)[O-])NC1CC1
    -6%, 2%, 10%
> COc1ccc(CCNC(=O)CSc2nc3ccccc3c3nc(CCN4CCCCC4)nn23)cc1OC
    -14%, -4%, 1%
> O=c1c2ccccc2nc(/C=C/c2ccc([N+](=O)[O-])cc2)n1CCCO
    -4%, -9%, ?
> C=CCn1c(SCC(=O)c2ccc(Cl)s2)nc2ccccc2c1=O
    -2%, -3%, ?
> Cc1cccc(OCCNS(=O)(=O)c2ccc(Cl)cc2)c1
    -3%, -3%, ?

Reprinted at random: three compounds from above.
Results follow in this order: GCN5L2 inh, FEN1 inhibitor, DT40 TDP1 CPT
> Cc1cccc(OCCNS(=O)(=O)c2ccc(Cl)cc2)c1
    -3%, -3%, ?
> CCC(=O)Nc1ccc(C(=O)OCC(=O)c2ccc(C)c([N+](=O)[O-])c2)cc1
    -2%, -2%, -4%
> Cc1nc2ccccc2c2oc(C(=O)N3CCCC(C)C3)cc12 (stereo unspecified)
    0%, 0%, ?

One compound at a time, from the list above. Values in the order: GCN5L2 inh	FEN1 inhibitor	DT40 TDP1 CPT
Cc1cccc(OCCNS(=O)(=O)c2ccc(Cl)cc2)c1 across the screens: -3%	-3%	?
COCCn1c(=O)c(-c2cc(F)cc(F)c2)nc2cnc(OCc3ccccc3)nc21 across the screens: -7%	·	27%
N#Cc1cccc(NC(=O)N2CCCC3(CCN(C(=O)c4cc(C(F)(F)F)cc(C(F)(F)F)c4)CC3)C2)c1 across the screens: -11%	·	-1%

The listing continues.
Results follow in this order: GCN5L2 inh, FEN1 inhibitor, DT40 TDP1 CPT
> O=C(NC1CCCc2ccccc21)C(Cc1ccccc1)NS(=O)(=O)c1cccs1 (stereo unspecified)
    1%, -1%, 1%
> Cc1ncc(CO)c(/C=N/Nc2cccc(Cl)n2)c1O
    -21%, 1%, ?
> CC1CN(C(=O)c2cc(S(=O)(=O)N3CCN(c4ccccc4)CC3)ccc2Cl)CC(C)O1 (stereo unspecified)
    -2%, 0%, 3.7µM*
> COc1ccc(OC)c(CN2CCN(C(=O)c3ccc(C)c(S(=O)(=O)Nc4ccccc4OC)c3)CC2)c1
    ·, 9%, ?
> COc1ccc(/C(C)=N/Nc2cccc(C(=O)O)c2)cc1OC
    -10%, 0%, 0%
> O=C(CSc1nnc(CNC(=O)c2ccc(F)cc2)o1)NCc1ccccc1
    20%, 4%, -27%

This is a subset; count on the stated rates, not on these rows.
